MITF TRPM1 HTS: MITF TRPM1 promoter activation in melanoma cells; SK-MEL-5 TRPM1-promoter luciferase, 24 h; % of positive control, neutral wells = 0; hit rate 0.75% among 300,000; activation, % at 12.5 µM; AID 588334;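 active = mean activation of at least 80% with every replicate also reaching 80%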;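 also: 0% = neutral control wells and 100% = parthenolide positive control wells; values of inactives mirror those of a sister screen read the other way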
cardiac RTF act: cardiac RTF calcium sensitization | P19429+P45379 | activation, % at 7.2 µM | IANBD-labeled TnC RTF fluorescence at EC20 calcium; 0% EC20 calcium, 100% full calcium | hit rate 0.24% among 340,000;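 active = activation above the mean over all tested compounds plus 3 SD, cut at about 30% in these data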;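 also: rise in fluorescence read as greater calcium sensitivity of cardiac thin filaments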
dFosB act: enhances mouse delta FosB homodimer DNA binding; P13346; purified delta FosB, TAMRA-CDK5 oligo fluorescence polarization; percent of positive-control signal above neutral wells; activation, % at 25 µM; hit rate 0.99% among 340,000; AID 493131;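 active = mean activation above about 17%, with every replicate also reaching it, limit read from the data, passing the limit was not always enough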;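 also: fluorescence polarization rise as delta FosB binds a TAMRA Cdk5 AP-1 oligo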
PvdQ inh: P. aeruginosa PvdQ acylase inhibition | inhibition, % at 10 µM | purified PvdQ acylase, fluorescence plate reader | hit rate 0.063% among 340,000 | AID 488965; in the data active = inhibition above about 30%, passing the limit was not always enough;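 also: 0% = vehicle neutral wells and 100% = reference inhibitor wells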
SR-BI HDL uptake: mouse SR-BI HDL lipid transfer inhibition; Q61009; ldlA[mSR-BI] CHO cells, DiI-HDL uptake fluorescence, 3 h; inhibition, % at 12.5 µM; hit rate 0.96% among 320,000;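 active = mean replicate inhibition of at least 70% and a set share of replicates each scoring 70 or more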;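 also: 0% = median of neutral control wells and 100% = median of positive control wells; values of inactives mirror those of a sister screen read the other way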
Target sequence (Q61009 whole entry, looked up): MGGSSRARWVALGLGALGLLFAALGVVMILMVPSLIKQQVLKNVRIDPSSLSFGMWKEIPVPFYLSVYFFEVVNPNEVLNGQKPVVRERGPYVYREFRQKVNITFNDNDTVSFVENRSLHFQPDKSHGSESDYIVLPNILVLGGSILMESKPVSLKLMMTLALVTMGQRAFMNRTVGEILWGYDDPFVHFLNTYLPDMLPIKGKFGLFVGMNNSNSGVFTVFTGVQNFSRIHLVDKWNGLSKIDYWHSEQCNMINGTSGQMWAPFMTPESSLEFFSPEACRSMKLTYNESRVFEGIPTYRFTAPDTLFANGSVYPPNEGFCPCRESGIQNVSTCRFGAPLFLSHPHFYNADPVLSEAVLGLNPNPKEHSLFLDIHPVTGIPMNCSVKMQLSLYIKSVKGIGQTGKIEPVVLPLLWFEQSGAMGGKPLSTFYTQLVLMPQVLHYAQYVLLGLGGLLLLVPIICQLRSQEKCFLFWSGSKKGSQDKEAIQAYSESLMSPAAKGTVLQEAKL
Rtt109 HAT inh: blocks Candida albicans Rtt109/Vps75 acetyltransferase activity. Q5AAJ8. purified Rtt109/Vps75, ThioGlo CoA-SH fluorescence, 4 h. inhibition, % at 34.9 µM. hit rate 0.16% among 330,000. AID 540336;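 active = inhibition of at least 50% in every replicate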
Target sequence (Q5AAJ8 whole entry, looked up): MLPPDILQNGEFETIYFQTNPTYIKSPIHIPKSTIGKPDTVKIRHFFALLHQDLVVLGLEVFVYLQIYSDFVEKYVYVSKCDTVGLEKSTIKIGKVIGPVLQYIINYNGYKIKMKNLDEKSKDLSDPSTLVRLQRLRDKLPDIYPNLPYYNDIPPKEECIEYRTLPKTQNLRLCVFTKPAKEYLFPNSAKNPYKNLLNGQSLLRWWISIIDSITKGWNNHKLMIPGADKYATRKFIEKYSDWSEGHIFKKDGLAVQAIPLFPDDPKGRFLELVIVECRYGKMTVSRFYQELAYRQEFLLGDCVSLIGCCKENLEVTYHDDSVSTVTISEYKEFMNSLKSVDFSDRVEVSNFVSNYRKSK
Wnt bcat act: Wnt/beta-catenin pathway activation. Wnt/beta-catenin reporter cell assay, activator, plate reader. hit rate 1.2% among 300,000. activation, % at 9.35 µM; in the data active = activation above about 30%, passing the limit was not always enough;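 also: 0% = neutral control wells and 100% = positive control wells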
CDK5 inh: blocks human CDK5/p35 kinase activity; Q00535+Q15078; Recombinant CDK5/p35, ADP-Glo luminescence, 60 min; inhibition, % at 10 µM; hit rate 0.01% among 330,000;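 active = highest replicate inhibition of at least 50% and at least 75% of replicates reaching 50%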;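 also: plate controls were DMSO neutral control for no effect and GW8510 at 10 µM for full effect; many of its hits are not listed in these tables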
SR-BI uptake up: enhances SR-BI lipid uptake from DiI-HDL. CHO ldlA[mSR-BI] cells, DiI-HDL uptake fluorescence, 3 h; 100 = double the neutral-control signal. activation, % at 12.5 µM. hit rate 0.096% among 320,000;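 active = mean replicate activation of at least 60% and every replicate at or above 60%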;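 also: 0% = median plate neutral-control signal and 100% = twice that signal; values of inactives mirror those of a sister screen read the other way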
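Test system: SR-BI-overexpressing, LDLR-lacking CHO cells. Measured by: DiI fluorescence, bottom read. Medium: Ham's F12 with 0.5% BSA, HEPES 25 mM, pH 7.4. Timing: 3 h uptake period with compound, 37 °C.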
HTR5A ag: HTR5A agonism, opioid heterodimer counter-screen. AID 504692. HTR5A agonist assay, luminescence, cell-based. hit rate 0.61% among 340,000. activation, % at 9.3 µM. P47898; in the data active = activation mostly above about 9.5%, no sharp cut-off; inactive = mostly below about 7.6%;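 also: 0% = cells with vehicle only and 100% = reference agonist; strong numbers were not always called active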
Numbers without * were called inactive; / = no result given. The order is random (roughly 4.4% active in at least one column).

SMILES	MITF TRPM1 HTS	cardiac RTF act	dFosB act	PvdQ inh	SR-BI HDL uptake	Rtt109 HAT inh	Wnt bcat act	CDK5 inh	SR-BI uptake up	HTR5A ag
COC(=O)CNC(=S)NC(=O)c1ccc(C(C)(C)C)cc1	15	1	-2	-11	2	-17	0	-3.7	-2	-5
C=CCn1c(N)c(C(=O)NCC2CCCO2)sc1=S (configuration not stated)	-6	-2	-1	-9	12	4	-7	-0.6	-12	3
CC(=O)N1CCCc2cc(S(=O)(=O)N3CCCC(C(=O)NCc4ccc(Cl)cc4)C3)ccc21 (configuration not stated)	-19	-6	-7	-3	8	0	-2	0.1	-8	-2
CC(C)(O)c1cc2ccccc2c(=O)o1	0	6	-8	2	-20	1	2	0.4	20	4
O=C1CC(N2CCN(Cc3ccccc3)CC2)C(=O)N1c1ccc2c(c1)OCCO2 (configuration not stated)	12	6	-8	-3	-8	10	/	-0.8	8	4
CCN1CCN(c2nc3c(C)cccn3c(=O)c2/C=C(\C#N)S(=O)(=O)c2ccccc2)CC1	5	7	-4	-9	-27	8	/	-0.7	27	-1
CN(C)c1c(N)[nH]c2c(c1=O)c(=O)n(C)c(=O)n2C	19	-1	3	-8	28	-1	-2	1.4	-28	-1
Cc1ccc(NC(=O)COC(=O)Cn2ccc(=O)[nH]c2=O)cc1C	7	-4	-8	-10	-11	4	-4	-1.1	11	2
Cn1c(SCC(=O)NCc2ccc3c(c2)OCO3)nnc1C1COc2ccccc2O1 (configuration not stated)	11	-5	-9	-2	-10	1	/	-0.2	10	-1
COc1ccc(C(=O)NC(CC(=O)O)c2cc([N+](=O)[O-])ccc2Cl)c(SC)c1 (configuration not stated)	-1	-7	-1	13	-8	2	-2	-0.8	8	-1
CN(C(=O)COC(=O)c1ccccc1SCC(=O)NC1CCCCCCC1)C1CCS(=O)(=O)C1 (configuration not stated)	3	5	-9	-1	-10	10	-4	0.1	10	0
O=C(Cn1cc2c(n1)CCCCC2)NC1CCCCCC1	54	7	-3	0	-8	0	5	1.9	8	-1
O=C(O)Cn1c(SC2CCCCC2)nc2ccccc21	8	-3	1	-11	-20	-4	-3	-1.2	20	-3
O=C1C=CN(C(=O)Oc2ccccc2)CC1	-16	3	-2	11	-25	-2	1	3.0	25	-6
O=[N+]([O-])c1ccc(S(=O)(=O)NCC(c2cccnc2)N2CCc3ccccc32)cc1 (configuration not stated)	4	-19	-7	1	4	17	-1	0.9	-4	-6
COc1ccc(-c2c3c(=O)n(C)c(=O)n(C)c3cn2NC(C)=O)cc1	-7	2	6	-5	-24	-5	-7	-1.7	24	0
COc1ccc(N2CCN(c3ncnc4nc[nH]c34)CC2)cc1	/	3	-3	-2	-5	-6	3	-3.6	8	5
CNc1cc(=O)n(C)c(=O)n1-c1ccccc1	/	-4	-3	-16	-20	10	0	0.4	20	0
OCCN1CCN(C(=S)Nc2ccccc2)CC1	5	5	1	-4	-5	-1	-1	1.0	5	-2
Cn1c(=O)[nH]c(=O)c2c1nc(N1CCCCC1)n2CCSc1ncccn1	/	7	6	-3	-7	-2	-2	-1.1	7	1
O=C(CN(Cc1ccco1)C(=O)CNS(=O)(=O)c1ccccc1)NC1CCCCC1	-7	0	-2	-11	-12	-5	/	-0.1	12	3
CC1CCCN(CCCN2C(=O)C3C(C(=O)Nc4cccc(Cl)c4)C4C=CC3(O4)C2C(=O)NC2CCCCC2)C1 (configuration not stated)	16	-5	-4	-2	/	4	0	0.0	/	-4
COc1ccc(CNC(=O)[C@H](C)NC(=O)[C@@H]2Cc3ccccc3CN2)cc1	-5	1	1	-9	-10	-5	0	0.9	10	-1
CC1Cc2ccccc2N1Cc1cc(=O)n2ccsc2n1 (configuration not stated)	/	4	-9	-7	4	-6	/	-1.0	-4	9
CCOC(=O)c1ccc2c(c1)[n+](CC)c(C)n2-c1ccccc1	-1	1	2	2	3	-2	-2	0.2	-3	8
Cc1ccccc1Nc1c(F)c(F)c(F)c(F)c1C(=O)O	0	-1	-6	-3	-12	2	-6	-0.8	12	2
COc1ccc(-n2nc([N+](=O)[O-])c(=NCCc3ccc(OC)c(OC)c3)n2O)cc1	-7	1	3	-11	-14	5	/	-0.5	14	7
CC(C)C[C@@H](CNCC(=O)[C@H](C)NC(=O)c1[nH]cnc1C(=O)N[C@@H](C)CN)NC(=O)c1nc[nH]c1C(=O)N[C@@H](CO)C(=O)O	-3	-4	2	-16	-37	4	-2	0.6	37	3
S=c1[nH]nc(CCc2ccc(Cl)cc2)o1	-5	-3	2	-19	-3	/	/	-0.4	3	2
CC(=O)OCC(=O)[C@@]1(O)CCC2C3CCC4=CC(=O)CCC4(C)C3C(=O)CC21C (some centres not stated)	-3	-5	-14	-21	/	-4	-1	2.7	/	0
COc1ccc(OC)c(NC(=O)Nc2cccnc2)c1	11	-5	-4	-11	3	-1	-1	-3.3	-3	2
S=c1[nH]nc(C2CCCCC2)n1/N=C/c1ccccc1Br	0	-7	-3	-8	-1	1	1	0.0	1	-1
CCCCn1nnnc1NCc1cccc(OC)c1OC	7	-1	5	9	-12	0	-1	-1.7	12	2
Cc1cc(Cl)c2oc(C(=O)N3CCN(C4CCS(=O)(=O)C4)CC3)c(C)c2c1 (configuration not stated)	9	0	-16	-8	6	-3	1	-0.7	-6	1
Cc1ccc(NC(=S)N(CCCN2CCCC2)Cc2cccn2Cc2ccc(Cl)cc2)cc1C	-14	-4	32*	-13	13	62*	-3	-1.2	-13	2
COc1ccc2oc(=O)c(C(=O)N3CCN(C(=O)c4ccco4)CC3)cc2c1	-3	-5	-3	-9	/	-38	2	-0.6	/	1
Cc1cc(CN(C)C(=O)CC2C(=O)NCCN2CC(c2ccccc2)c2ccccc2)on1 (configuration not stated)	-1	10	-12	-8	13	6	-1	-5.4	-13	2
O=C(NCc1cccc(C(F)(F)F)c1)c1ccc[nH]1	6	-7	-14	-11	-20	7	2	0.9	20	-2
CN1CCN(C(=O)/C=C/c2ccc(C#N)cc2)CC1	-13	-4	1	-2	-6	0	1	-5.0	6	-1
O=C(CCn1c(=O)oc2ccc(Cl)cc21)NCCCN1CCOCC1	1	-5	-3	-11	-3	2	-1	2.0	3	-2
CC(C)[C@H](NC(=O)c1ccc(F)cc1)C(=O)N(C)Cc1cccs1	3	-5	3	-6	3	-4	-3	0.2	-3	-2
Cc1cc(C(=O)COC(=O)c2cccc(NS(C)(=O)=O)c2)c(C)n1CC1CCCO1 (configuration not stated)	-21	2	-7	-13	49	3	-9	-0.3	-49	-5
C[C@H](CO)N1C[C@H](C)[C@@H](CN(C)S(=O)(=O)c2ccc(F)cc2)Oc2c(NC(=O)Cc3ccccc3)cccc2C1=O	14	-10	-7	-17	-10	11	-1	0.4	10	-1
COc1ccc(Cl)cc1NC(=O)Nc1cnccn1	-33	4	6	-14	14	1	3	1.9	-14	-16
C[n+]1cccc2cccc([O-])c21	/	0	-1	-18	-11	-5	6	1.4	11	3

Arranged by count of non-hydrogen atoms (high to low): 14 of the compounds above
SMILES	MITF TRPM1 HTS	cardiac RTF act	dFosB act	PvdQ inh	SR-BI HDL uptake	Rtt109 HAT inh	Wnt bcat act	CDK5 inh	SR-BI uptake up	HTR5A ag
C[C@H](CO)N1C[C@H](C)[C@@H](CN(C)S(=O)(=O)c2ccc(F)cc2)Oc2c(NC(=O)Cc3ccccc3)cccc2C1=O	14	-10	-7	-17	-10	11	-1	0.4	10	-1
Cc1ccc(NC(=S)N(CCCN2CCCC2)Cc2cccn2Cc2ccc(Cl)cc2)cc1C	-14	-4	32*	-13	13	62*	-3	-1.2	-13	2
Cc1cc(CN(C)C(=O)CC2C(=O)NCCN2CC(c2ccccc2)c2ccccc2)on1 (configuration not stated)	-1	10	-12	-8	13	6	-1	-5.4	-13	2
Cc1cc(C(=O)COC(=O)c2cccc(NS(C)(=O)=O)c2)c(C)n1CC1CCCO1 (configuration not stated)	-21	2	-7	-13	49	3	-9	-0.3	-49	-5
CC(=O)OCC(=O)[C@@]1(O)CCC2C3CCC4=CC(=O)CCC4(C)C3C(=O)CC21C (some centres not stated)	-3	-5	-14	-21	/	-4	-1	2.7	/	0
COc1ccc2oc(=O)c(C(=O)N3CCN(C(=O)c4ccco4)CC3)cc2c1	-3	-5	-3	-9	/	-38	2	-0.6	/	1
Cc1cc(Cl)c2oc(C(=O)N3CCN(C4CCS(=O)(=O)C4)CC3)c(C)c2c1 (configuration not stated)	9	0	-16	-8	6	-3	1	-0.7	-6	1
O=C(CCn1c(=O)oc2ccc(Cl)cc21)NCCCN1CCOCC1	1	-5	-3	-11	-3	2	-1	2.0	3	-2
CC(C)[C@H](NC(=O)c1ccc(F)cc1)C(=O)N(C)Cc1cccs1	3	-5	3	-6	3	-4	-3	0.2	-3	-2
S=c1[nH]nc(C2CCCCC2)n1/N=C/c1ccccc1Br	0	-7	-3	-8	-1	1	1	0.0	1	-1
COc1ccc(OC)c(NC(=O)Nc2cccnc2)c1	11	-5	-4	-11	3	-1	-1	-3.3	-3	2
CN1CCN(C(=O)/C=C/c2ccc(C#N)cc2)CC1	-13	-4	1	-2	-6	0	1	-5.0	6	-1
S=c1[nH]nc(CCc2ccc(Cl)cc2)o1	-5	-3	2	-19	-3	/	/	-0.4	3	2
C[n+]1cccc2cccc([O-])c21	/	0	-1	-18	-11	-5	6	1.4	11	3

Further records follow.
SMILES	MITF TRPM1 HTS	cardiac RTF act	dFosB act	PvdQ inh	SR-BI HDL uptake	Rtt109 HAT inh	Wnt bcat act	CDK5 inh	SR-BI uptake up	HTR5A ag
CCOC(=O)c1c(NC(=O)Cn2nc(C(=O)O)c3ccccc3c2=O)sc2c1CCC(C)C2 (configuration not stated)	1	1	-8	-27	30	4	-1	-3.0	-30	0
Cc1ccc(C)c(NC(=O)C2CCCN2/C=C/C(=O)C(F)(F)F)c1 (configuration not stated)	3	-2	9	14	-12	1	/	-1.7	12	1
O=C(NNS(=O)(=O)c1ccccc1Cl)c1nn(-c2ccc(F)cc2)ccc1=O	1	6	1	0	-18	-5	-1	0.0	18	2
CCC(C)NS(=O)(=O)c1ccc(OCC(=O)N2CCC(C)CC2)cc1 (configuration not stated)	-10	6	-11	-2	12	-2	-2	3.1	-12	-3
COc1ccc(Cl)cc1N1CC(c2nc3ccccc3[nH]2)CC1=O (configuration not stated)	-7	-2	-1	-17	/	7	-2	-1.0	/	-1
Cc1ccc(S(=O)(=O)N2CCC(C(=O)OC(C)C(=O)N(C)c3ccccc3)CC2)cc1C (configuration not stated)	-6	1	3	-11	7	12	-6	-0.4	-7	-4
OCCN(CCO)c1ccc(C(c2ccc(Cl)cc2)c2ccc(N(CCO)CCO)cc2Cl)c(Cl)c1	-13	-15	1	-7	-28	5	-6	0.1	28	1
CCN(CC)CCCN(C(=O)Cn1nnc(-c2ccc(OC)c(OC)c2)n1)C(C(=O)NC(C)(C)C)c1ccc(F)cc1 (configuration not stated)	-5	2	-4	8	-11	7	-1	2.3	11	0
C=C(C)C(=O)Nc1ccc(OC(F)(F)C(F)F)c(NC(=O)C(=C)C)c1	/	5	-6	5	33	-1	-9	-0.9	-33	1
